High-throughput results deposited in PubChem BioAssay by several laboratories.
FXN GAA850 act = frataxin GAA850 promoter activation; HEK293 lucGAA850 FXN promoter luciferase reporter, 24 h; percent of 10 µM SAHA response; hit rate 0.56% among 360,000; activation, % at 6 µM;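 active = activation above the average of all compounds screened plus 3 SD, cutoff fixed separately per campaign, cut at about 7.5% in these data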;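 note: 0% = DMSO wells and 100% = 10 µM SAHA wells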
SMARCA2 activ = SMARCA2 function activation, primary screen. MG213 cells, MMTV-luciferase reporter, dexamethasone, overnight. activation, % at 9.1 µM. hit rate 1% among 370,000. AID 652017; in the data active = activation above about 7.8%;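 note: 0% = vehicle wells and 100% = reference activator wells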
GC-B act = GC-B (human) receptor activation. HEK293-GC-B cells, CNP EC30, cGMP TR-FRET; 0% at EC30 CNP, 100% saturating CNP. activation, % at 10 µM. hit rate 0.11% among 370,000. AID 1920062;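 active = activation at 10 µM reaching about 35% in either raw or pattern-adjusted values, limit read from the data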
HGIII-sPLA2 inh = Blocks human group III sPLA2 activity. Q9NZ20. QFRET BODIPY PC-A2 liposome hydrolysis, fluorescence. inhibition, % at 12.2 µM. hit rate 0.56% among 370,000. AID 743126;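 active = inhibition above mean plus 3 SD of compounds lying within the high and low control bounds, cut at about 19% in these data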;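 note: 0% = median of test compound wells and 100% = no enzyme DMSO wells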
Target sequence (Q9NZ20 whole entry, looked up): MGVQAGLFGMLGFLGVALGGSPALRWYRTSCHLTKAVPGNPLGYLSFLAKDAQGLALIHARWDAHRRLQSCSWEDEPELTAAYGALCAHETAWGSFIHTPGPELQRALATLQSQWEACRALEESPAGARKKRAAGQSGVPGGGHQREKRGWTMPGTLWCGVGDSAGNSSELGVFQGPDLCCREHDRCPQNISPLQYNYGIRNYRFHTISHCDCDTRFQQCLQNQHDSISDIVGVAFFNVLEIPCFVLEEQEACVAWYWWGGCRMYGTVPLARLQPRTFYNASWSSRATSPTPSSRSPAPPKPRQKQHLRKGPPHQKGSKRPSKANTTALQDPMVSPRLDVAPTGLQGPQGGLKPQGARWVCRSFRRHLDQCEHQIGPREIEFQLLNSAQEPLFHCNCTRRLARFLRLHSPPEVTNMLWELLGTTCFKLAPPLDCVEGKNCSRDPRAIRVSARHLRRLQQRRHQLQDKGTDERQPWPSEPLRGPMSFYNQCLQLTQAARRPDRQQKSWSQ
ADAM10 inh = ADAM10 inhibition, QFRET primary screen; O14672; recombinant ADAM10, EDANS/DABCYL FRET peptide cleavage, 3 h; inhibition, % at 7 µM; hit rate 0.62% among 370,000;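 active = inhibition above a per-campaign cutoff equal to the mean of compounds falling between control-based bounds plus 3 SD, cut at about 20% in these data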;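 note: 0% = DMSO wells while the 100% control is not disclosed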
Target sequence (O14672 214-748 limits assumed): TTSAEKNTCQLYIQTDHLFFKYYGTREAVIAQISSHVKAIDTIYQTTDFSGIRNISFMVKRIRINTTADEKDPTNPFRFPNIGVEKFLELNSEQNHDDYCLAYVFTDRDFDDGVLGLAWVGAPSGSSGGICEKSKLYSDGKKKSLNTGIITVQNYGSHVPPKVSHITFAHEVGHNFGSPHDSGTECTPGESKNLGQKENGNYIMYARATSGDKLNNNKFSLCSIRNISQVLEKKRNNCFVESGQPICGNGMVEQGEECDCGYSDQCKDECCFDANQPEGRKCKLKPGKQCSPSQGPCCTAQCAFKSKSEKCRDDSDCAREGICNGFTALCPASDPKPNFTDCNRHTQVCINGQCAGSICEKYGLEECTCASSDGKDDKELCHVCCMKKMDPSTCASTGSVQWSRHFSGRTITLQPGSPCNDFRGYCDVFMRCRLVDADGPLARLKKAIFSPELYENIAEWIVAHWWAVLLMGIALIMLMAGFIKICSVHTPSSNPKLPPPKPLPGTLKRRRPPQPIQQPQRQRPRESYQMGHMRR
ssDAF-12 act = activators of S. stercoralis DAF-12 nuclear receptor. HEK293 ssDAF-12/GRIP1 lit1-tk-luc reporter, luminescence; % of 3 µM dafachronic acid response. activation, % at 6.8 µM. hit rate 1% among 370,000;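 active = activation above the mean over all tested compounds plus 3 SD, cut at about 0.9% in these data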;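 note: 0% = DMSO-only wells and 100% = 3 µM delta7-dafachronic acid wells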
DAX1 inh-1 = blocks DAX1 repression of SF-1 activated StAR promoter; AID 652010; inhibition, % at 6.8 µM; HEK293T StAR-luciferase reporter, SF-1/DAX-1 repression relief; hit rate 1.1% among 370,000;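 active = inhibition above the mean over all tested compounds plus 3 SD, cut at about 3.6% in these data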;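 note: 0% = DAX-1 cells with DMSO and 100% = cells lacking DAX-1 with DMSO; higher inhibition means more luminescence from relief of DAX-1 repression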
DAX1 inh-2 = inhibits human nuclear receptor DAX1. P51843. HEK293 Gal4-DAX1 luciferase reporter, luminescence. inhibition, % at 6.75 µM. hit rate 0.99% among 340,000. AID 504766;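 active = inhibition above the mean over all tested compounds plus 3 SD, cut at about 4.2% in these data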;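 note: 0% = DAX1-transfected cells with DMSO and 100% = empty-vector control cells with DMSO; inhibition shows as a rise in luminescence from relieved DAX1 repression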
GC-A act = GC-A (human) enzyme activation. HEK293 GC-A cells, cGMP TR-FRET, EC30 ANP; 0% at EC30 ANP, 100% saturating ANP. activation, % at 10 µM. hit rate 0.14% among 370,000; in the data active = activation above about 40%
hcDAF12 agonist = activators of H. contortus DAF-12 nuclear receptor. HEK293 hcDAF-12 lit1-tk-luc reporter, luminescence; 0% DMSO, 100% Δ7-dafachronic acid. activation, % at 6.8 µM. AID 652067. hit rate 1.4% among 370,000;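 active = activation above the mean of all tested compounds plus 3 SD, cut at about 5.5% in these data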;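 note: 100% = response to 3 µM Δ7-dafachronic acid high control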
hgDAF-12 ag = activates the H. glycines DAF-12 receptor ligand-binding domain; HEK293 GAL4-hgDAF12 UAS-luciferase reporter, agonist luminescence; normalized to butyrate control; activation, % at 6.8 µM; hit rate 1.8% among 370,000;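 active = activation above a cutoff set at the mean of all screened compounds plus 3 SD, cut at about 10% in these data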;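 note: 0% = DMSO wells and 100% = sodium butyrate wells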
Starred values were filed as active, the others as inactive; i = inactive; . = no result given.

No.	structure	FXN GAA850 act	SMARCA2 activ	GC-B act	HGIII-sPLA2 inh	ADAM10 inh	ssDAF-12 act	DAX1 inh-1	DAX1 inh-2	GC-A act	hcDAF12 agonist	hgDAF-12 ag
1	O=C(NC1CCSc2ccccc21)c1ccc(C(F)(F)F)cc1 (centres undefined)	0.0	-2	1	10	0	-0.2	0.1	0.0	-7	1.6	4.0
2	CCN(C(=O)c1ccc(S(=O)(=O)N(C)C)cc1)C(C)C(=O)Nc1ccc(C)cc1 (centres undefined)	-2.1	-2	-1	-4	3	-1.8	-0.1	-0.1	5	-3.3	-3.2
3	Cc1noc(C)c1COC(=O)c1cccnc1SCC(=O)Nc1ccc2c(c1)OCO2	1.5	1	4	0	4	-1.4	0.2	-0.5	3	-1.7	0.5
4	O=C(O)C(F)(F)S(=O)(=O)O	3.5	1	3	1	-3	-1.5	0.5	0.9	-4	-1.6	1.1
5	Cc1ccc(S(=O)(=O)CCC(=O)OCc2nnc(-c3ccccc3Br)o2)cc1	0.5	-1	1	-11	-4	-0.6	0.9	-0.2	0	-1.1	-0.7
6	Cc1cccc(NC(=O)C2CCN(S(=O)(=O)c3cccc4nsnc34)CC2)c1	1.7	1	-2	1	0	-1.7	-0.2	-0.7	-8	-2.5	-1.9
7	C=CCn1c(C(C)(C)C)nc2ccccc21	0.2	-3	-2	7	0	-1.4	0.6	0.6	2	-0.5	-0.4
8	Cn1c(=O)c2c(nc(Sc3ccccc3N)n2C)n(C)c1=O	0.9	-3	-1	10	-9	-0.9	0.0	1.9	3	-0.2	2.1
9	CCOC(=O)c1sc(=NC(=O)c2ccccc2)n(C)c1C	5.4	5	4	1	11	2.2*	4.6*	2.9	4	16*	13*
10	CC1=NN(C2=NS(=O)(=O)c3ccccc32)C(C)(O)C1 (centres undefined)	1.6	-2	-1	0	-4	-1.5	-0.1	0.5	0	0.7	-0.5
11	CCOC(=O)N1CCN(C(=O)C2CCN(S(=O)(=O)c3ccc(OC)cc3)CC2)CC1	0.4	6	4	5	0	-1.3	0.0	0.9	-1	-1.8	4.0
12	Fc1ccc2c(c1)C1C=CCC1C(c1cc3c(cc1Br)OCO3)N2 (centres undefined)	-1.9	0	0	6	1	-0.4	0.0	2.0	2	-0.6	1.8

The last five records of the section before open the next one.
No.	structure	FXN GAA850 act	SMARCA2 activ	GC-B act	HGIII-sPLA2 inh	ADAM10 inh	ssDAF-12 act	DAX1 inh-1	DAX1 inh-2	GC-A act	hcDAF12 agonist	hgDAF-12 ag
8	Cn1c(=O)c2c(nc(Sc3ccccc3N)n2C)n(C)c1=O	0.9	-3	-1	10	-9	-0.9	0.0	1.9	3	-0.2	2.1
9	CCOC(=O)c1sc(=NC(=O)c2ccccc2)n(C)c1C	5.4	5	4	1	11	2.2*	4.6*	2.9	4	16*	13*
10	CC1=NN(C2=NS(=O)(=O)c3ccccc32)C(C)(O)C1 (centres undefined)	1.6	-2	-1	0	-4	-1.5	-0.1	0.5	0	0.7	-0.5
11	CCOC(=O)N1CCN(C(=O)C2CCN(S(=O)(=O)c3ccc(OC)cc3)CC2)CC1	0.4	6	4	5	0	-1.3	0.0	0.9	-1	-1.8	4.0
12	Fc1ccc2c(c1)C1C=CCC1C(c1cc3c(cc1Br)OCO3)N2 (centres undefined)	-1.9	0	0	6	1	-0.4	0.0	2.0	2	-0.6	1.8
13	CCN1CCN(c2cc(C)c3cc(NC(=O)Cc4ccccc4OC)ccc3n2)CC1	-0.6	1	-4	-10	-450	-1.0	0.2	-0.9	-4	-1.1	0.9
14	Nn1cc(-c2ccccc2)nc1SCC(=O)NCCc1ccccc1	2.8	0	-6	5	-3	-0.1	0.3	0.2	-11	0.3	-2.3
15	CC1CC(C)CN(C(=O)c2ccc(NC(=O)c3ccc(=O)[nH]c3)cc2)C1 (centres undefined)	-0.4	-4	-2	-9	-5	-0.7	0.7	-0.7	2	1.4	-0.2
16	Cc1csc(SCC(=O)NC(C)c2ccc(F)cc2)n1 (centres undefined)	0.2	-3	3	3	-4	-1.6	0.7	0.0	1	-1.4	-2.8
17	CCCN1CCN(CC(=O)Nc2nnc(CC)s2)CC1	1.3	0	9	0	-1	-1.6	0.3	1.8	4	-1.3	1.2
18	COC(=O)[C@@]12CCCN1[C@H](c1ccc(-c3cccc(Cl)c3)c(OC)c1)[C@H]1C(=O)N(C)C(=O)[C@H]12	-1.8	0	-1	0	12	-1.0	-1.0	-1.3	-4	-0.7	-4.4
19	COc1ccc(Nc2cc(Nc3ccc(OC)cc3)ncn2)cc1	-0.8	-1	-2	0	-3	-1.5	-0.4	0.2	-1	-1.3	-1.1
20	Cc1cc(=O)[nH]c(SCC(=O)Nc2ccc(F)c([N+](=O)[O-])c2)n1	1.6	-3	-7	0	12	-1.4	0.8	-0.5	-1	-2.5	-2.8
21	COc1ccc(-n2c(=O)c3ccccc3n(CC(=O)NC3CCCC3)c2=O)cc1	-0.1	0	3	4	3	-1.1	-0.6	0.8	0	-1.2	0.9
22	CCN(CC1CCCN(CCc2cccc(OC)c2)C1)C(=O)c1ccoc1C (centres undefined)	-0.9	-3	-2	-1	-18	-1.3	0.2	1.2	-1	0.4	2.6
23	Cc1ccc(NC(=O)COc2ccccc2)cc1S(=O)(=O)N1CCCCC1	-0.5	-3	5	-9	-7	-2.1	-2.2	0.4	-3	-1.0	-4.1
24	Cc1c(O)ccc2c(-c3ccccc3)cc(=O)oc12	-2.3	-3	3	-5	-31	-0.9	-0.8	-0.7	10	-2.0	-0.7

(more compounds)
No.	structure	FXN GAA850 act	SMARCA2 activ	GC-B act	HGIII-sPLA2 inh	ADAM10 inh	ssDAF-12 act	DAX1 inh-1	DAX1 inh-2	GC-A act	hcDAF12 agonist	hgDAF-12 ag
25	COC(CN(C)C(=O)C1CCC(CNS(=O)(=O)c2ccccc2)CC1)OC (centres undefined)	1.1	-4	6	18	-7	-0.9	-0.1	-0.8	1	-2.1	1.7
26	Cc1oc2cc([N+](=O)[O-])c(O)c([N+](=O)[O-])c2c1C(=O)c1ccc(Cl)cc1	-0.3	-4	-3	-22	18	-0.7	0.7	-0.3	0	0.8	-0.1
27	COc1ccc(N=NC2=C(O)CC(C)(C)CC2=O)c(OC)c1	-1.5	1	.	1	1	-0.9	0.3	2.0	.	-0.6	5.0
28	Cc1cc(C)c2ccc3c(C)c(C)n(C)c3c2n1	2.1	-2	5	1	-26	-1.3	-0.8	1.4	-18	-2.1	-1.8
29	Cc1ccnc(NC(=O)C(C)n2cc([N+](=O)[O-])cn2)c1 (centres undefined)	1.1	0	1	1	-1	-2.2	0.9	-0.2	4	-2.2	1.1
30	Cc1cc(=O)n2nc(N3CCC(C(=O)NCc4ccccc4F)CC3)sc2n1	0.0	-3	0	5	2	-1.2	0.0	0.3	0	-1.3	1.1
31	CC(=O)N1CCN(c2ccc(NC(=S)NC(=O)COc3ccc(C(C)(C)C)cc3)cc2)CC1	-3.6	3	-2	6	12	-1.5	-0.1	-1.5	-3	-3.6	-1.7
32	COc1ccccc1-c1cc(-c2ccccc2)nc(SC(C(N)=O)c2ccccc2)c1C#N (centres undefined)	-6.0	-2	10	0	-13	-1.5	-0.1	-1.1	-6	-0.4	-0.1
33	Cc1cc(N2CCCC2=O)cc(C)c1S(=O)(=O)NCCOc1ccc(C(C)(C)C)cc1	-0.8	-6	-2	-39	16	-2.3	-2.5	-1.2	0	-4.6	-8.8
34	COC(=O)CCNC(=O)Cc1ccc(S(=O)(=O)N2CCCCC2)s1	-0.5	0	-4	0	-12	-1.3	0.9	-0.3	1	-0.4	1.9
35	O=C(CSc1nnc2scc(-c3ccccc3)n12)N1CCN(Cc2ccccc2)CC1	-3.3	-3	0	4	-8	-0.9	-0.4	1.2	1	-1.0	-2.0
36	Cc1ccc(/C=N/OC(=O)c2c(C)noc2-c2snnc2C)cc1	0.4	-2	-4	15	6	-1.4	0.2	5.7*	4	0.0	0.4

Overlap with the part before: 4 compounds; new compounds follow.
No.	structure	FXN GAA850 act	SMARCA2 activ	GC-B act	HGIII-sPLA2 inh	ADAM10 inh	ssDAF-12 act	DAX1 inh-1	DAX1 inh-2	GC-A act	hcDAF12 agonist	hgDAF-12 ag
33	Cc1cc(N2CCCC2=O)cc(C)c1S(=O)(=O)NCCOc1ccc(C(C)(C)C)cc1	-0.8	-6	-2	-39	16	-2.3	-2.5	-1.2	0	-4.6	-8.8
34	COC(=O)CCNC(=O)Cc1ccc(S(=O)(=O)N2CCCCC2)s1	-0.5	0	-4	0	-12	-1.3	0.9	-0.3	1	-0.4	1.9
35	O=C(CSc1nnc2scc(-c3ccccc3)n12)N1CCN(Cc2ccccc2)CC1	-3.3	-3	0	4	-8	-0.9	-0.4	1.2	1	-1.0	-2.0
36	Cc1ccc(/C=N/OC(=O)c2c(C)noc2-c2snnc2C)cc1	0.4	-2	-4	15	6	-1.4	0.2	5.7*	4	0.0	0.4
37	O=c1c(-c2ccc3c(c2)OCCO3)c(C(F)(F)F)oc2cc(O)cc(O)c12	-3.5	-4	-5	-19	11	-1.4	-0.6	-1.3	1	-0.7	-0.8
38	CCCCNC(=O)CSc1nc(COc2ccccc2)nc2ccccc12	1.1	-2	0	-6	3	-0.8	-0.8	0.9	-4	-1.8	-0.6
39	CCCC(C(=O)NC1CCCC1)N(C(=O)c1snc(C(N)=O)c1N)c1ccc(OCC)cc1 (centres undefined)	-0.5	2	-3	3	2	-0.9	0.3	-1.4	-6	-0.9	-0.7
40	Nc1ccccc1Nc1ccccc1	-1.0	-2	-4	1	-26	-0.9	-0.6	0.4	-6	-1.4	-0.6
41	O=C(CN1CCN(Cc2ccccc2)CC1)N/N=C/c1ccccc1F	0.3	1	-5	-3	3	-0.8	-0.6	.	-3	-2.1	0.6
42	Cc1ccccc1NC(=O)c1c(F)c(F)c(F)c(F)c1F	-1.3	0	5	1	9	-1.1	0.8	0.3	0	0.9	1.9
43	COCCNC(=O)/C(C#N)=C/c1c(N2CCN(c3ccc(OC)cc3)CC2)nc2c(C)cccn2c1=O	2.2	2	1	-3	i	-1.3	0.3	-2.2	5	-2.1	-3.7
44	CC(C)(CCO)NC(=S)NC1CC2C=CC1C2 (centres undefined)	0.8	3	-9	6	7	-1.4	0.3	1.6	1	0.3	2.3
45	N=c1c(S(=O)(=O)c2ccc(Cl)cc2)cc2c(=O)n3ccccc3nc2n1CCc1ccccc1	1.2	-2	-3	2	-12	-0.4	0.4	2.6	3	-1.4	-0.2
46	COc1ccc(Cn2c(O)c(C=Nc3ccccc3)c3ccccc3c2=O)cc1	-0.1	-1	4	11	-6	-1.1	-0.2	1.8	5	1.2	-0.6
